From PubChem BioAssay
Epigenetic reg: regulators of epigenetic silencing causing reporter derepression in mouse cells. Potency, µM (highest dose often 53.9 µM), without a hit: at the highest dose GFP activation, hits mostly activators. 280,000 compounds, 0.2% hits. murine LDR cells, GFP reporter derepression, 30 h; further: potency means the concentration at half of the fitted maximal effect; % of control where 0% means no effect; nearly all actives have a fitted effect of over 60% in size
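Murine LDR cells bearing a silenced CMV-driven GFP reporter were exposed to compound for 30 h at 37 C. After PBS washes, GFP-positive cells (20-120 um objects) counted by laser-scanning microplate cytometry.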
IMPase Li inh: cell-permeable IMPase inhibitors with lithium potentiation; 210,000 compounds, 0.35% hits; AID 1457; Potency, µM (doses to about 59.4 µM), for inactives: top-dose activity, negative = IMPase inhibition, usual class: inhibitors; CHO-M1 cells, IP1 TR-FRET (IP-One), carbachol + lithium;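 further: IP1 builds up when IMPase is blocked and the TR-FRET signal falls; potency means the concentration at half of the fitted maximal effect; plate controls were basal vehicle for no effect and high inhibitor control for full effect; nearly all actives have a fitted effect of over 50% in size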
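Concentration–response in CHO-M1 cells, lithium-potentiated; 30 min at 37C. IP1 detected by competitive TR-FRET after 10 min lysis at RT. Hill-fitted AC50.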
KinaseGlo FLuc: counter-screen: inhibitors of Kinase-Glo firefly luciferase | Q27757 | Kinase-Glo luciferase, ATP luminescence, 8 min | 200,000 compounds, 0.28% hits | AID 1379 | Potency, µM (highest dose often 38.3 µM), for the others: at the highest dose activity change, negative = inhibition, hits mostly inhibitors; further: potency means the concentration at half of the fitted maximal effect; on the % scale 0 is the no-effect control and ±100 the full control effect; nearly all actives have a fitted effect of over 60% in size
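Substrate mix (final 50 mM imidazole pH 7.2, 50 mM KCl, 7 mM MgCl2, 10 uM ATP, 0.01% Tween 20, 0.05% BSA) plus pin-tool compound, then Kinase-Glo detection mix; 8 min ambient, luminescence read.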
L3MBTL1 inh: L3MBTL1 (human) inhibition | AlphaScreen L3MBTL1–H3K9me1 peptide binding | Potency, µM (titrated, usually from 57.1 µM), without a hit: top-dose activity, negative = inhibition, actives largely listed as inhibitors | 230,000 compounds, 0.66% hits | Q9Y468; further: potency means the concentration at half of the fitted maximal effect; on the % scale 0 is the no-effect control and ±100 the full control effect; nearly all actives have a fitted effect of over 60% in size
Target sequence (Q9Y468 whole entry, looked up): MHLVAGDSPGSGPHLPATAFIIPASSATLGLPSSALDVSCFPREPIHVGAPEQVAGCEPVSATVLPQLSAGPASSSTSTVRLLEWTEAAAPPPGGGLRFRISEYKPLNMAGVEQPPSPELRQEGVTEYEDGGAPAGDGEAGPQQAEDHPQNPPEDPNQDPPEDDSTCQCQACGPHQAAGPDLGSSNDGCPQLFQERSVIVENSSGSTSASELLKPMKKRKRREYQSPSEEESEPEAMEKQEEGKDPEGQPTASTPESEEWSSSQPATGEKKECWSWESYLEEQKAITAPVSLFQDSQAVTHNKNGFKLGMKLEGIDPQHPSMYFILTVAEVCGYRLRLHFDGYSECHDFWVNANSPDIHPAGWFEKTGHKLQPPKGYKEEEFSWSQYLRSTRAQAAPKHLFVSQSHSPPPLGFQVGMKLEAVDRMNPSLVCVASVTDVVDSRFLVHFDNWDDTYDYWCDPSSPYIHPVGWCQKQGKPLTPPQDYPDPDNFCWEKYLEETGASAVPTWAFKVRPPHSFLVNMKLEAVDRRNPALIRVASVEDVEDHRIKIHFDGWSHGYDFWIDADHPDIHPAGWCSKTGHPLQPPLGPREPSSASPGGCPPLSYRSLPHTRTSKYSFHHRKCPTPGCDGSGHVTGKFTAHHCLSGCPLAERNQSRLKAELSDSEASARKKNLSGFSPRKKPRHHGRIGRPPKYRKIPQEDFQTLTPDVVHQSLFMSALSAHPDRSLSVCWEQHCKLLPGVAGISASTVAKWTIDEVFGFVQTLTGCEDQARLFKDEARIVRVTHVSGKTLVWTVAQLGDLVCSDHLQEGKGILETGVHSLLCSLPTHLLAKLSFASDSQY
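Displacement of a biotinylated histone H3(1-15) peptide monomethylated at Lys9 (75 nM) from L3MBTL1 (50 nM) was measured by AlphaScreen after a 30 min room-temperature compound incubation; cefsulodin titration served as intraplate control.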
NPSR antagonist: neuropeptide S receptor (human) antagonism, cAMP | Q6W5P4 | CHO-NPSR cells, cAMP TR-FRET, antagonist mode | Potency, µM (highest dose often 38.3 µM), for the others: top-dose activity change, negative = inhibition, usual class: inhibitors | 220,000 compounds, 1% hits; further: potency means the concentration at half of the fitted maximal effect; on the % scale 0 is the no-effect control and ±100 the full control effect; nearly all actives have a fitted effect of over 50% in size; many of its hits are not listed in these tables
CBFb-RUNX1 inh: blocks binding between human CBF-beta and RUNX1; Q01196+Q13951; AlphaScreen CBFb-His/RUNX1-biotin binding, biochemical; Potency, µM (doses to about 59.8 µM), for inactives: top-dose activity, negative = inhibition, usual class: inhibitors; 230,000 tested, under 10 active; further: % of control where 0% means no effect
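His-tagged CBF-beta and biotinylated RUNX1 (30 nM each) were premixed 20 min at room temperature, exposed to compound for 15 min, then given nickel-chelate and streptavidin AlphaScreen beads (50 ng each). After 90 min, AlphaScreen signal was read.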
HttQ103 aggreg: mutant huntingtin aggregation inhibition. PC12 HttQ103-GFP aggregates, Acumen cytometry, 40 h. Potency, µM (series often up to 46.1 µM), for the others: at the highest dose activity change, negative = inhibition, hits mostly inhibitors. 220,000 compounds, 1.1% hits. AID 1688; further: potency means the concentration at half of the fitted maximal effect; on the % scale 0 is the no-effect control and ±100 the full control effect; nearly all actives have a fitted effect of over 60% in size
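Read-out: GFP aggregate count by laser scanning cytometer (488 nm excitation, 500-530 nm emission, 1–25 µm objects >6 SD above background). Cells: PC12, inducible HTTex1-Q103-GFP, 100 nM tebufenozide; compounds titrated.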
The depositor's hits bear a star; u = inconclusive; x = not tested or not shown; & = joins results of further samples; [ ] = dose if it differs, or a comment. The call rests on the fitted dose curve; in most records, active means well fitted curve in the direction sought with a large enough effect; inconclusive means small, poorly fitted or top-dose-only effect, or another doubt; inactive means no such curve, though single readings can be large; an effect the other way counts as inactive or inconclusive. An excerpt; count on the stated rates, not on these rows.

SMILES | Epigenetic reg | IMPase Li inh | KinaseGlo FLuc | L3MBTL1 inh | NPSR antagonist | CBFb-RUNX1 inh | HttQ103 aggreg
C[N+](C)(C)CCCCCCC(=O)/C=N/O | 2.1% | 0% | 1% | 3% | 18% | 9% | 24%
COc1cc(C)c(Br)cc1S(=O)(=O)NCCN1CCOCC1 | -0.1% | -4% | 1% | 3%[11.4 µM] | 9% | 10% | 7%
O=S(=O)(Cc1ccccc1)NCC1CCCO1 (stereo unspecified) | -1.1% | -3%[38.3 µM] | 16% | 8% | -9%[46.1 µM] | -6% | -6%
NC(=O)C1CCN(CC(=O)Nc2cccnc2Cl)CC1 | -0.3% | -5% | x | x | 14% | 3% | -10%
O=C(O)CCSc1nnnn1-c1ccccc1 | -8.8% | x | x | 5% | 6%[46.1 µM] | 0% | -2%
CC1CCc2c(sc(NC(=O)C3c4ccccc4Oc4ccccc43)c2C(N)=O)C1 (stereo unspecified) | 0.0% | -2% | -1% | -4% | -9%[46.1 µM] | -1% | 4%
CCc1cccc(NS(=O)(=O)c2ccc3c(c2)oc(=O)n3C)c1 | -0.9% | 4%[38.3 µM] | -1% | 0% | -8%[46.1 µM] | 2% | -23%
CCOC(=O)C1CCN(C(C(=O)Nc2ccc3c(c2)OCCO3)c2ccccc2)CC1 (stereo unspecified) | 0.0% | 5%[38.3 µM] | 0% | 1% | -23%[46.1 µM] | -1% | -5%
COc1cccc(NC(=O)COC(=O)/C=C/c2ccc(Cl)cc2Cl)c1 | 1.0% | -4% | 1% | 6% | 17% | -2% | 14%
O=C(NCCCN1CCN(c2ccccc2)CC1)Nc1ccccc1C(F)(F)F | 0.8% | 15%[38.3 µM] | -6% | x | -21%[46.1 µM] | 0% | 21%
Cc1nc(CS(=O)(=O)c2ccccc2)cc(Sc2ccc(Cl)cc2Cl)n1 | 1.4% | 46%[activator][38.3 µM] | 6% | 5% | -18%[46.1 µM] | 2% | -13%
O=C(Nc1ccc(Br)cc1)c1ccc(Br)c(S(=O)(=O)Nc2cccnc2)c1 | 0.0% | 2% | -5% | 0% | 3% | -3% | -19%
CCOC(=O)N1CCN(C(=O)C2CCCN(S(=O)(=O)c3cccnc3)C2)CC1 (stereo unspecified) | -2.5% | -3%[38.3 µM] | -5% | x | 5%[46.1 µM] | -4% | -8%
Cn1sc(NC(=O)c2cccc(Cl)c2)nc1=O | -0.3% | -7%[38.3 µM] | -4% | 11% | -11%[46.1 µM] | 1% | 10%
COCCCn1c(SCC(=O)NNC(=O)c2cccc(O)c2)nnc1-c1ccncc1 | 0.0% | 5% | -4% | -3% | 0% | 9% | -3%[9.22 µM]
CCOC(=O)/C=c1\s/c(=C\c2ccc3cc(OC)ccc3c2)c(=O)n1CC(=O)NCc1ccc2c(c1)OCO2 | 7.9µM* | -16% | -1% | 6% | -6% | -1% | 17%
O=C(NCC1CCCO1)C1CC(c2ccccc2Cl)=NO1 (stereo unspecified) | 0.0% | -10%[38.3 µM] | -2% | x | -7%[46.1 µM] | 3% | -11%
Cc1cccc2cc(C3CC(c4ccco4)=NN3S(C)(=O)=O)c(Cl)nc12 (stereo unspecified) | -0.4% | x | x | -14% | 6%[7.67 µM] | u | 21%[9.22 µM]
CCOc1cc2[nH]c(=S)n(CC3CCCO3)c(=O)c2cc1OCC (stereo unspecified) | -7.9% | -17%[38.3 µM] | -2% | 4% | -8%[46.1 µM] | 1% | 1%
COc1ccc(CCNC(=O)CCCNC(=O)Cn2cnc3sc(C)c(C)c3c2=O)cc1OC | -4.5% | 5% | -1% | 4% | 2% | 0% | 1%
CCOC(=O)N1CCC(NC(=O)CCc2c(C)nc3ncnn3c2C)CC1 | -0.9% | -7%[38.3 µM] | 0% | 4% | 3%[46.1 µM] | 1% | -11%
CCn1cc(Br)c(C(=O)NC(=S)Nc2ccc(C(=O)OC)cc2)n1 | -2.1% | u | 10% | -17% | -13% | -4% | 2%
CC(O)CNc1nc2c(c(=O)n(C)c(=O)n2C)n1C/C=C/c1ccccc1 (stereo unspecified) | 0.0% | 1%[38.3 µM] | 1% | 3% | -11%[46.1 µM] | -1% | u
Cc1ccc(S(=O)(=O)C2(C(=O)Nc3cccc(F)c3)CC2)cc1 | -0.8% | 28%[38.3 µM] | -1% | 0% | 1%[46.1 µM] | 8% | -2%
CC(C)(C)C(=O)N1CCN(c2ccc([N+](=O)[O-])c(-n3nc(-c4ccccc4)c4ccccc4c3=O)c2)CC1 | -1.8% | -6% | 1% | -12% | -14% | -28% | 4%
C=C(C)c1cccc(C(C)(C)NC(=O)Nc2cc(C)ccc2OC)c1 | -1.2% | 0%[38.3 µM] | 1% | 3% | -26%[46.1 µM] | -3% | 2%
COc1ccc(CCNC2CC(C)N(C)CC2C)cc1OC (stereo unspecified) | 0.0% | 13%[38.3 µM] | 6% | 9% | 4%[46.1 µM] | 8% | u
Cc1cccc(Cn2c(=O)c3c(nc4n3CCN4Cc3ccco3)n(C)c2=O)c1 | 0.0% | 9% | -1% | -6% | -9%[46.1 µM] | 12% | u
CCOc1ccc(-c2nnc3sc(COc4ccc(Cl)cc4)nn23)cc1 | 0.0% | -19%[38.3 µM] | -6% | -5% | 3%[46.1 µM] | 2% | 7%
Cc1c(-c2ccccc2)oc2c(C(=O)N3CCN(c4ccc([N+](=O)[O-])cc4)CC3)cccc2c1=O | 1.3% | 14% | -1% | 7% | u | -4% | 4µM*
C=CCc1c(C)nc(C)nc1N/N=C/c1ccccc1O | -2.0% | -3% | 2% | u | -1%[46.1 µM] | -2% | u
C=C(C)C(=O)Nc1cccnc1Oc1ccc(F)cc1F | 2.1% | x | x | 6% | 16% | 7% | -13%[9.22 µM]
c1cn(-c2ccc(-c3ccnc4ncnn34)cc2)cn1 | 2.0%[10.1 µM] | 0% | -1% | 1% | 3% | 0% | -4%[9.22 µM]
Cc1ccc(-c2nc(CS(=O)CC(=O)NCCC(C)C)c(C)o2)cc1 (stereo unspecified) | -1.0% | -2%[38.3 µM] | 4% | x | -12%[46.1 µM] | -2% | -3%
Cc1ccc(SCCNC(=S)Nc2ccc(C)c(C)c2)cc1 | 0.0% | 40%[activator][38.3 µM] | 3% | -1% | -21%[46.1 µM] | -2% | u
C=CCn1c(SCC(=O)Nc2ccccc2)nnc1-c1cccc(S(=O)(=O)N2CCOCC2)c1 | -2.9% | -8%[38.3 µM] | -3% | 4% | -12%[46.1 µM] | -4% | -2%
O=C(NCCc1ccccc1F)/C(=C/c1cccnc1)NC(=O)c1ccccc1 | 0.9% | -4% | -3% | 13% | 12% | 5% | 1%
CCOc1ccc(OCCSc2nc3ccccc3c(=O)[nH]2)cc1 | 0.8% | -29%[38.3 µM] | -2% | x | u | -3% | 17%
O=C(Oc1ccc(-c2nc(-c3ccccn3)no2)cc1)c1ccccc1 | -1.1% | -5%[38.3 µM] | 4.5µM* | x | -7%[46.1 µM] | 3% | -29%
COc1ccc(NC(=O)COC(=O)c2ccc(O)cc2)c([N+](=O)[O-])c1 | -1.8% | 16% | 2% | -7% | -16% | -15% | 27%
CCCCCCCCCCNC(=O)C(=O)Nc1ccccn1 | -1.8% | 38%[38.3 µM] | -2% | x | 2%[46.1 µM] | -15% | 3%
S=C(c1c[nH]c2ccccc12)N1CCCC1 | -4.0% | 4% | -3% | -5% | -7% | -2% | 22%[9.22 µM]
COc1ccccc1-n1c(SCC(=O)Nc2ccc(F)cc2)nc2c(c1=O)SCC2 | -2.0% | 0% | 4% | -2% | -3% | -1% | -6%
COc1ccc(C(=O)NC2(C(F)(F)F)C(=O)Nc3c2c(=O)[nH]c(=O)n3CCc2ccc(OC)c(OC)c2)cc1 (stereo unspecified) | -1.0%&-0.2% | -9%[38.3 µM] | 1% | 2% | -1%[46.1 µM] | 3% | -17%
CC(NC(=O)COC(=O)/C=C/c1ccc([N+](=O)[O-])cc1)c1ccccc1 (stereo unspecified) | -0.1% | 2% | 1% | 12% | 14% | 7% | 11%
CCNC(=S)N/N=C/c1ccc(OCC(=O)Nc2ccc(OC)cc2)c(OC)c1 | 0.1% | 2% | 1% | -1% | 9% | 2% | 16%
CCCC(=O)Nc1ccc2oc(-c3cncc(Br)c3)nc2c1 | -4.2% | -16% | -13% | -16% | -7% | -4% | 15%
Cc1ccc2nc(S(=O)(=O)O)[nH]c2c1 | -0.2% | -7%[38.3 µM] | -2% | 3% | -5%[46.1 µM] | 10% | -5%
Cc1ccc(C(=O)N(CC(=O)NC2CCCCC2)c2ccccc2F)s1 | -2.9% | 4% | -1% | -3% | 15% | 2% | -1%[9.22 µM]
CC(=O)Nc1cc(S(=O)(=O)Nc2ccccc2C)c(C)cc1C | 2.9% | -6%[38.3 µM] | -1% | 0% | -5%[46.1 µM] | 5% | 14%

Looked up by structure from the entries so far:
SMILES | Epigenetic reg | IMPase Li inh | KinaseGlo FLuc | L3MBTL1 inh | NPSR antagonist | CBFb-RUNX1 inh | HttQ103 aggreg
CC(NC(=O)COC(=O)/C=C/c1ccc([N+](=O)[O-])cc1)c1ccccc1 (stereo unspecified) | -0.1% | 2% | 1% | 12% | 14% | 7% | 11%
CCNC(=S)N/N=C/c1ccc(OCC(=O)Nc2ccc(OC)cc2)c(OC)c1 | 0.1% | 2% | 1% | -1% | 9% | 2% | 16%

By substructure: the entries above with an aryl thioether with sulfur outside any ring (7)
SMILES | Epigenetic reg | IMPase Li inh | KinaseGlo FLuc | L3MBTL1 inh | NPSR antagonist | CBFb-RUNX1 inh | HttQ103 aggreg
O=C(O)CCSc1nnnn1-c1ccccc1 | -8.8% | x | x | 5% | 6%[46.1 µM] | 0% | -2%
Cc1nc(CS(=O)(=O)c2ccccc2)cc(Sc2ccc(Cl)cc2Cl)n1 | 1.4% | 46%[activator][38.3 µM] | 6% | 5% | -18%[46.1 µM] | 2% | -13%
COCCCn1c(SCC(=O)NNC(=O)c2cccc(O)c2)nnc1-c1ccncc1 | 0.0% | 5% | -4% | -3% | 0% | 9% | -3%[9.22 µM]
Cc1ccc(SCCNC(=S)Nc2ccc(C)c(C)c2)cc1 | 0.0% | 40%[activator][38.3 µM] | 3% | -1% | -21%[46.1 µM] | -2% | u
C=CCn1c(SCC(=O)Nc2ccccc2)nnc1-c1cccc(S(=O)(=O)N2CCOCC2)c1 | -2.9% | -8%[38.3 µM] | -3% | 4% | -12%[46.1 µM] | -4% | -2%
CCOc1ccc(OCCSc2nc3ccccc3c(=O)[nH]2)cc1 | 0.8% | -29%[38.3 µM] | -2% | x | u | -3% | 17%
COc1ccccc1-n1c(SCC(=O)Nc2ccc(F)cc2)nc2c(c1=O)SCC2 | -2.0% | 0% | 4% | -2% | -3% | -1% | -6%
